PfHsp40 yeast – rescue of yeast from PfHsp40 toxicity, primary screen, S. cerevisiae, ATP luminescence. S. cerevisiae expressing PfHsp40, growth rescue. growth rescue, % at 12.5 µM. actives 0.68% (n = 340,000). AID 504582, 2011; in the data active = growth rescue above about 28%, passing the limit was not always enough; inconclusive = no clear call, values can overlap the other calls;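 note: yeast W303a lacking pdr1 and pdr3 grown in galactose medium; growth measured after three days at 30 °C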
PrPC TRFRET – inhibitors of human cell surface prion protein PrPC, primary screen, cell-based, TR-FRET; inhibition, % at 13.8 µM; Major prion protein (Homo sapiens), P04156; AID 720596, 2013; actives 0.43% (n = 370,000); TR-FRET read-out; in the data active = inhibition above about 24%; note: 0% = median of the test wells and 100% = reference compound wells
Y pestis TopoI – Yersinia pestis topoisomerase I inhibitors, primary screen, biochemical, cleavage product accumulation, plate reader, single point. Y. pestis Topo-I cleavage product accumulation. activity, % at 10 µM. actives 0.064% (n = 360,000). AID 504884, 2011; in the data active = activity above about 50%, passing the limit was not always enough; inconclusive = no clear call, values can overlap the other calls; note: inactives centre near 2
Anthrax LF inh2 – Bacillus anthracis LF protease inhibitors, primary screen, biochemical, multiplex microsphere, MLPCN library; Lethal factor (Bacillus anthracis), P15917; multiplex microsphere protease cleavage assay; inhibition, % at 10 µM; actives 0.12% (n = 360,000); AID 588501, 2011; note: plate controls were buffer without enzyme for full effect and enzyme alone for no effect
BoNT A protease – BoNT/A light chain protease inhibitors, primary screen, biochemical, flow cytometry, MLPCN library; multiplex microsphere protease substrate cleavage; inhibition, % at 10 µM; actives 0.17% (n = 360,000); AID 588499, 2011; note: plate controls were buffer without enzyme for full effect and enzyme alone for no effect
CCHF vOTU inh – CCHFV vOTU protease inhibitors, primary screen, biochemical, Pep-AMC substrate, fluorescence | actives 0.55% (n = 370,000) | inhibition, % at 11.5 µM | Crimean-Congo hemorrhagic fever virus L polyprotein viral ovarian tumor (vOTU) protease …; in the data active = inhibition above about 30%; note: 0% = vehicle wells with enzyme and 100% = no enzyme wells
BoNT F protease – BoNT/F light chain protease inhibitors, primary screen, biochemical, flow cytometry, MLPCN library; Botulinum neurotoxin type F light chain protease (Clostridium botulinum); inhibition, % at 10 µM; actives 0.22% (n = 360,000); Multiplex microsphere protease cleavage assay; in the data active = inhibition above about 35%, passing the limit was not always enough; inconclusive = no clear call, values can overlap the other calls; note: plate controls were buffer without enzyme for full effect and enzyme alone for no effect
FadD28 FP inh – inhibitors of FadD28 bisubstrate probe binding, primary screen, biochemical, fluorescence polarization, single point; inhibition, % at 12.5 µM; actives 0.22% (n = 360,000); in the data active = inhibition above about 8.5%, passing the limit was not always enough; inconclusive = no clear call, values can overlap the other calls
TcdB GH inh – TcdB glycohydrolase inhibitors, primary screen, biochemical, single point, plate reader | Toxin B (Clostridioides difficile), P18177 | TcdB glycohydrolase enzymatic assay | inhibition, % at 9.99 µM | actives 0.24% (n = 350,000); in the data active = inhibition above about 10%
Numbers without * were called inactive; u = inconclusive; x = no result given; & = joins results of further samples. Cut-off read from the data, not from the text of the source, unless noted: active = inhibition above about 30%; inconclusive = no clear call, values can overlap the other calls; inactive = below that.

entry | smiles | PfHsp40 yeast | PrPC TRFRET | Y pestis TopoI | Anthrax LF inh2 | BoNT A protease | CCHF vOTU inh | BoNT F protease | FadD28 FP inh | TcdB GH inh
1 | Cc1cccc(-n2c(O)c(C=NC3CCS(=O)(=O)C3)c3ccccc3c2=O)c1C (stereo not drawn) | -0.6 | 1 | -3 | 6 | -0.4 | 16 | u | -0.5 | -1.6
2 | CC1=C(C/C(C)=C/c2ccccc2)/C(=C/CO)[C@H](O)[C@](C)(O)C12CC2 | 0.2 | 2 | 16 | -4 | -0.1 | -9 | -7 | -8.7 | 0.8
3 | OC[C@@H]1CN(CCN2CCOCC2)C[C@H](n2cnc3c(N4CCCC4)ncnc32)O1 | x | -3 | -1 | -4 | 0.1 | 1 | 2 | -1.6 | 0.8
4 | Cn1ncc2c(=S)[nH]c(=S)[nH]c21 | x | -3 | x | 9 | 0.4 | -4 | 2 | x | -0.1
5 | Cc1cccc(N2CCN(C(=O)c3ccnn3C)CC2)c1C | -1.0 | 3 | 10 | 1 | 0.5 | -3 | -1 | 0.1 | 1.2
6 | CC(/C=C/c1ccccc1)NC(N)=O (stereo not drawn) | 0.9 | -2 | 9 | 0 | -1.6 | -15 | -19 | -4.6 | -0.1
7 | COc1ccc(S(=O)(=O)NC(C)C(=O)NCc2ccncc2)cc1Cl (stereo not drawn) | 1.9 | -1 | 3 | 6 | 3.9 | -3 | 7 | -0.8 | -0.5
8 | Cc1ccc(S(=O)(=O)N2CCN(CC(=O)NC(=O)NCc3ccco3)CC2)cc1C | 0.6 | 2 | 10 | -8 | 0.0 | -14 | 1 | -0.7 | 1.3
9 | CC(C)C(NS(=O)(=O)c1cccc2nsnc12)C(=O)N1CCCCC1 (stereo not drawn) | -1.1 | -29 | -4 | -1 | -2.3 | 14 | -4 | -0.5 | 1.8
10 | O=C(CC1C(=O)NCCN1Cc1cccc(F)c1F)NCCCC1CCCC1 (stereo not drawn) | 0.2 | -5 | 32 | -3 | -0.5 | -5 | 6 | -0.8 | -0.4
11 | COc1ccc(OCC(=O)NCc2cccnc2)cc1 | 0.4 | -1 | -15 | 0 | -0.5 | 3 | -36 | -1.7 | x
12 | O=C(Nc1ccccc1)Nc1nc(-c2ccccc2)cs1 | 1.0 | -1 | 3 | 2 | -5.5 | -11 | u | -3.7 | 0.7
13 | COc1cccc(N2C(=O)C(c3ccccc3)=C(c3nc4ccccc4s3)C2NC(C)=O)c1 (stereo not drawn) | 1.0 | -1 | 7 | 0 | u | 0 | 3 | -2.4 | x
14 | COc1ccc(C(=O)Nc2ccncc2)cc1S(=O)(=O)N1CCOCC1 | -1.0 | 1 | -4 | -4 | -0.1 | 7 | -10 | -1.8 | -0.2
15 | CCCNC(=O)N1CCN(C(c2ccccc2)c2ccccc2)CC1 | 0.6 | 1 | -2 | -5 | -0.2 | 6 | -4 | -3.4 | 0.8
16 | O=C(O)C1CCN(S(=O)(=O)c2cccs2)CC1 | 0.0 | 1 | 7 | 0 | 0.4 | 2 | -4 | -0.9 | 0.1
17 | COc1ccc(CN2CCN(C(C)C(=O)N3CCc4ccccc43)CC2)cc1OC (stereo not drawn) | -0.2 | -11 | 11 | -10 | -1.3 | 11 | -18 | 0.4 | 1.3
18 | COCCN(CCOC)Cc1c(O)ccc2c3c(c(=O)oc12)CCC3 | -1.3 | 3 | 8 | -3 | 0.9 | -283 | 18 | -0.5 | x
19 | O=S(=O)(c1cccc(C(F)(F)F)c1)N1CCN(c2cnccn2)CC1 | -1.1 | -5 | -7 | 1 | -0.6 | -9 | -4 | -1.0 | 1.9
20 | COCCn1c(=NC(=O)CCS(=O)(=O)c2ccccc2)sc2ccccc21 | 0.2 | -1 | 17 | 0 | 1.4 | 1 | 6 | -0.6 | 0.6
21 | COc1ccc2c(c1OC)C(=O)OC2Nc1nc(-c2ccc([N+](=O)[O-])cc2)cs1 (stereo not drawn) | -0.5 | -41 | 2 | -2 | 0.3 | 5 | -3 | -3.0 | -1.9
22 | COc1ccc(-c2nnn(CC(=O)N3CCOCC3)n2)cc1 | 0.2 | x | 8 | -1 | 0.0 | x | -1 | -0.9 | 0.1
23 | CC(NC(=O)C(=O)N1CCOCC1)C(c1cccs1)N1CCN(c2ccccc2)CC1 (stereo not drawn) | -0.8 | 7 | 7 | 3 | 0.8 | 8 | -2 | 0.9 | 1.0
24 | Cc1ccc(C(=O)C[n+]2cccc3cc(C)ccc32)cc1 | -0.3 | -34 | 0 | 1 | 1.4 | -8 | 6 | -4.7 | 0.2
25 | O=C1CC(c2ccccc2)n2nc(NC(=O)c3ccccn3)nc2N1 (stereo not drawn) | -0.9 | 2 | -3 | -2 | -0.3 | -7 | -6 | -1.5 | x

Reprinted at random: 2 compounds from above, in no set order.
entry | smiles | PfHsp40 yeast | PrPC TRFRET | Y pestis TopoI | Anthrax LF inh2 | BoNT A protease | CCHF vOTU inh | BoNT F protease | FadD28 FP inh | TcdB GH inh
5 | Cc1cccc(N2CCN(C(=O)c3ccnn3C)CC2)c1C | -1.0 | 3 | 10 | 1 | 0.5 | -3 | -1 | 0.1 | 1.2
18 | COCCN(CCOC)Cc1c(O)ccc2c3c(c(=O)oc12)CCC3 | -1.3 | 3 | 8 | -3 | 0.9 | -283 | 18 | -0.5 | x

Next part:
entry | smiles | PfHsp40 yeast | PrPC TRFRET | Y pestis TopoI | Anthrax LF inh2 | BoNT A protease | CCHF vOTU inh | BoNT F protease | FadD28 FP inh | TcdB GH inh
26 | CCOC(=O)CC1C(=O)NCCN1C(=O)c1c(F)cccc1F (stereo not drawn) | -0.8 | -2 | 9 | 0 | -0.2 | 11 | -3 | -0.7 | x
27 | Cc1ccc(C2=Nc3ccccc3N(C(=O)c3ccccc3)C(C)C2)cc1 (stereo not drawn) | 0.0 | 3 | 24 | 1 | 0.0 | -1 | 3 | 1.0 | x
28 | CC1(C)CC(=O)C2=C(C1)N=C1SCCC(=O)N1C2c1cccc([N+](=O)[O-])c1 (stereo not drawn) | -0.2 | -12 | -6 | -2 | 0.3 | 1 | -3 | -0.4 | 1.4
29 | Cn1nnc(C(O)CNCc2cccs2)n1 (stereo not drawn) | -1.0 | 0 | -2 | -14 | 0.6 | -8 | -3 | -1.3 | x
30 | CCn1c(CNC(=O)c2cccc(C)c2)nnc1SCC(=O)NC1CCCC1 | -0.6 | 5 | 6 | 6 | -1.9 | 2 | 18 | -1.9 | -1.0
31 | COc1cccc(N/C=C/C(=O)c2ccc(Cl)cc2)c1 | -0.3 | 10 | 0 | -4 | -2.2 | -18 | -15 | -3.2 | 2.1
32 | O=C(Cn1nc(-c2ccc(F)cc2)ccc1=O)Nc1ccc(C(=O)NC2CC2)cc1 | -0.7 | 3 | 7 | 2 | 0.0 | -1 | 6 | -2.3 | x
33 | CS(=O)(=O)Nc1ccc(C(=O)NCCSCc2c(F)cccc2Cl)cc1 | -0.7 | 12 | 10 | 1 | -0.9 | -2 | 8 | 3.6 | 0.8
34 | CCOC(=O)CN(C(=O)CSc1nnc(-c2ccncc2)n1CCCN(C)C)c1ccccc1 | 1.0 | -7 | -5 | 6 | -0.2 | -15 | 3 | -1.9 | x
35 | COc1ccccc1NC(=O)c1c([N+](=O)[O-])cnn1C | -1.1 | 4 | 3 | 1 | 2.8 | 6 | -26 | -0.2 | 0.9
36 | COc1cccc(C(=O)Nc2ccc3[nH]ncc3c2)c1 | 3.6 | 5 | -6 | 6 | 1.6 | 6 | 2 | -2.0 | -0.2
37 | CCCCN1C[C@H](C)[C@@H](CC(=O)NCc2ccccc2)C1=O | -1.3 | 2 | -4 | -5 | -1.0 | 8 | -9 | -2.3 | 0.9
38 | CCCOc1cccc(-c2cc(C(=O)NNC(=S)NCC)c3ccccc3n2)c1 | 23 | -1 | -5 | -3 | -3.0 | 1 | -4 | -3.0 | x
39 | COC(=O)c1ccc(NCN2C(=O)C3C4CCC(C4)C3C2=O)cc1 (stereo not drawn) | 0.0 | 7 | -3 | -1 | 0.2 | 1 | -4 | -2.7 | 1.4
40 | Cc1ccc(CN(C(=O)c2ccco2)C(C(=O)NC2CCCC2)c2ccc(N3CCOCC3)cc2)cc1 (stereo not drawn) | 0.1 | 0 | 18 | -1 | -0.3 | -3 | -9 | 0.1 | x
41 | COc1ccccc1NC(=O)N(C)C[C@@H]1OCc2cnnn2CCCC(=O)N([C@@H](C)CO)C[C@@H]1C | x | 3 | 3 | -4 | -0.5 | -12 | -1 | -0.6 | -0.6&-0.8
42 | COc1ccc(CCNc2oc(COc3ccccc3Cl)nc2C#N)cc1OC | 0.9 | 4 | 24 | 3 | -0.9 | 9 | -6 | -5.6 | 1.6
43 | N#Cc1ccc(NC(=O)c2cc(=O)c3ccccc3o2)cc1 | 0.0 | 2 | -2 | -3 | -0.5 | -2 | 2 | 0.7 | -2.1
44 | Cc1nsc2c1ccc1ccccc12 | 0.4 | 13 | 2 | -1 | -1.1 | -6 | -6 | 0.2 | -0.9
45 | CCN1C(=O)c2ccccc2S(=O)c2ccc(C(=O)N3CCOCC3)cc21 (stereo not drawn) | -0.4 | -3 | -2 | 3 | -0.8 | -9 | 4 | -1.1 | 0.4
46 | S=C(NCCc1ccccc1)Nc1ccc(Cl)cc1 | 0.3 | 0 | 1 | 0 | 0.2 | 2 | -1 | -4.8 | 0.9
47 | Cc1onc(-c2ccccc2Cl)c1C(=O)N1CCC(Cc2ccccc2)CC1 | u | 14 | 47 | -1 | 2.0 | 32* | 5 | -1.6 | 1.9
48 | O=C(COc1cccc(Br)c1)N/N=C/c1ccc2c(c1)OCCO2 | x | -1 | 24 | -1 | 0.2 | 0 | -1 | -0.6 | 0.7
49 | CCN1C(=O)N(CC)C2NC(=S)NC21 (stereo not drawn) | -1.3 | -4 | -5 | -1 | 0.0 | 5 | -1 | -3.9 | x
50 | O=C(Nc1ccc(CN2CCOCC2)cc1)c1ccc(-c2ccc(Br)cc2)o1 | 0.6 | 16 | 7 | -4 | -0.6 | -14 | -14 | -2.4 | 1.5
51 | CC(C)C(=O)N1CCCC1(C)C(=O)Nc1ccc(-n2cccc2)cc1 (stereo not drawn) | x | -2 | -1 | -4 | -0.5 | 4 | 2 | -0.5 | -0.1
52 | CCOc1cccc(NCc2cc3c(C(C)(C)C)nn(-c4ccccc4)c3[nH]c2=O)c1 | 1.2 | 2 | -2 | -3 | -0.4 | 12 | -16 | -0.9 | -0.3
53 | Nc1nc(SCC(=O)N2CCCc3ccccc32)[nH]c(=O)c1-c1ccccc1 | 0.0 | 3 | 11 | 7 | 3.6 | 17 | 0 | -2.6 | -0.2

Compound profiles (already shown). Order of values: PfHsp40 yeast, PrPC TRFRET, Y pestis TopoI, Anthrax LF inh2, BoNT A protease, CCHF vOTU inh, BoNT F protease, FadD28 FP inh, TcdB GH inh
COc1ccc(-c2nnn(CC(=O)N3CCOCC3)n2)cc1 reads 0.2, x, 8, -1, 0.0, x, -1, -0.9, 0.1
Cc1nsc2c1ccc1ccccc12 reads 0.4, 13, 2, -1, -1.1, -6, -6, 0.2, -0.9
OC[C@@H]1CN(CCN2CCOCC2)C[C@H](n2cnc3c(N4CCCC4)ncnc32)O1 reads x, -3, -1, -4, 0.1, 1, 2, -1.6, 0.8
CCOC(=O)CC1C(=O)NCCN1C(=O)c1c(F)cccc1F (stereo not drawn) reads -0.8, -2, 9, 0, -0.2, 11, -3, -0.7, x
COc1ccc(S(=O)(=O)NC(C)C(=O)NCc2ccncc2)cc1Cl (stereo not drawn) reads 1.9, -1, 3, 6, 3.9, -3, 7, -0.8, -0.5
